High-throughput results: PubChem, The Scripps Research Institute Molecular Screening Center
FBW7 act = human FBW7 E3 ligase activation, primary screen; Q969H0; AlphaScreen FBW7–phospho-cyclin E peptide binding, activator screen; normalized activity (activation), % at 26.1 µM; hit rate 0.13% among 650,000; in the data active means normalized activity above about 1.9%;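 further: purified mutant Fbw7 with reduced substrate affinity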
Target sequence (Q969H0 whole entry, looked up): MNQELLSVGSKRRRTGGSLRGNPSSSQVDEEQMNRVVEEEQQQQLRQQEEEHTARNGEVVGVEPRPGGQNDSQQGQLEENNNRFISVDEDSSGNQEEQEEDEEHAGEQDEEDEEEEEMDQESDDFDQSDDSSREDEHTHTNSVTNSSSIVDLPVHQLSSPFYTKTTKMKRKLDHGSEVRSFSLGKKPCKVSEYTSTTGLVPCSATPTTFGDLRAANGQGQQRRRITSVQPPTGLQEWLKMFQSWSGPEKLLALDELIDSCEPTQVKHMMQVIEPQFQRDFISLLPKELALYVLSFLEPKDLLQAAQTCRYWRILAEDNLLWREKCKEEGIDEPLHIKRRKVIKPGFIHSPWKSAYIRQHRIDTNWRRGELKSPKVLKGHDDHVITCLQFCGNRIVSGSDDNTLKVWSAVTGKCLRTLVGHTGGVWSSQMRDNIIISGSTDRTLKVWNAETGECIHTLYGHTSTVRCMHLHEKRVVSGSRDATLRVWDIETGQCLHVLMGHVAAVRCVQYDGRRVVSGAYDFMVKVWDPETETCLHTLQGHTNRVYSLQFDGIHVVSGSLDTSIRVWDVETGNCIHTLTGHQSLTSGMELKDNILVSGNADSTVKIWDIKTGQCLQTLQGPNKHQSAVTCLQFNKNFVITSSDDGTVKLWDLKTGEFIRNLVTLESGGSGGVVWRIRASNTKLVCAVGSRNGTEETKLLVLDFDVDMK
TEAD-YAP block = TEAD-YAP interaction inhibition | AID 1259422 | hit rate 1.4% among 640,000 | HEK-TIYL cells, TEAD-Gal4/YAP UAS-luciferase luminescence | inhibition, % at 9.12 µM; in the data active means inhibition above about 32%;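 further: 0% = median of test compound wells and 100% = reference inhibitor wells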
MITF primary = blocks human microphthalmia-associated transcription factor. AlphaScreen MITF homodimerization, bead proximity signal. hit rate 0.91% among 650,000. inhibition, % at 2.6 µM; in the data active means inhibition above about 50%;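 further: 0% = vehicle wells with protein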
GPR151 ag = activates the human receptor GPR151; PathHunter beta-arrestin GPR151 cells, luminescence; activation, % at 11.2 µM; hit rate 1% among 650,000; AID 1508602; in the data active means activation above about 4.9%;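 further: 0% = median of compound wells and 100% = cells with positive control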
Starred values were filed as active, the others as inactive; & = joins results of further samples. No enrichment for hits. About 3.5% of those tested had a hit in this group.

no.	structure	GPR151 ag	MITF primary	FBW7 act	TEAD-YAP block
1	Cc1ccc(-n2ncc3c(=O)n(CC(=O)Nc4ccc5c(c4)OCCO5)cnc32)cc1	2.4	14	0.1	11
2	COC(=O)c1cc(NC(=O)c2cnn3c(C(F)(F)F)cc(-c4ccco4)nc23)cc(C(=O)OC)c1	0.2	9	0.1	7
3	Cc1cnc(N2CCCC2CO)nc1NCCOc1ccccc1 (stereo not given)	0.4	-6	-0.1	-4
4	COc1ccccc1NC(=O)C1CC=CCC1(C)C(=O)O (stereo not given)	1.0	-5	0.1	3
5	Cc1nc(Sc2ccccc2)c2c3c(sc2n1)CCCC3	-0.1	1	0.0	0
6	COc1cccc(-c2cc3nc(C)cc(NCCN)n3n2)c1	0.3	-15	-0.2	-11
7	COC(=O)c1scc(C#N)c1-n1c(C)ccc1C	2.0	5	-0.1	8
8	CC(C)CCNC(=O)CN1N=C(c2ccccc2)CCC1=O	-0.1	-3	0.1	-2
9	CCOC(=O)c1cc2occc2n1Cc1ccc(OC)cc1	0.1	-18	-0.1	3
10	N#Cc1ccc(C(=O)NCCN2CCOC(c3ccccc3)C2)cc1 (stereo not given)	0.4	-2	0.0	2
11	O=C1C2=C(SCCS2)C(=O)N1c1ccc(Cl)cc1	0.6	0	0.0	-6
12	COCCOC(=O)C1=C(C)NC(C)=C(C(=O)OC(C)C)C1c1cccc([N+](=O)[O-])c1 (stereo not given)	0.1&-1.3&-0.4&0.5&1.1&-1.3	-7&8&8&7&7&7	-0.1&-0.1&0.3&0.0&-0.1&-0.4	-5&-5&5&7
13	Cn1cccc1-c1nc2ccc([N+](=O)[O-])cc2[nH]1	-0.7	1	-0.3	-70
14	CNc1ccc(S(=O)(=O)NCC(=O)OCc2nc3ccccc3s2)cc1[N+](=O)[O-]	-1.6	12	0.0	-15
15	Cc1cccc(N2C(=S)NC3c4cc(C)ccc4OC2(C)C3C(=O)N(C)C)c1 (stereo not given)	1.5	10	-0.3	-13
16	O=C(CCl)Nc1ccc(-n2cnnn2)cc1	-0.5	26	1.1	12
17	COc1ccc2nc(N3CCN(CCNC(=O)c4ccc(Cl)s4)CC3)sc2c1	0.4	7	0.2	-36
18	C=CCN1C(=O)C(=O)/C(=C(\O)c2ccc(C)cc2)C1c1cccc(F)c1 (stereo not given)	1.2	4	0.2	-6
19	CCN(CCNC(=O)CN1N=C(c2ccc(C)cc2)CCC1=O)c1ccccc1	-0.6	7	0.5	16
20	COc1ccc(CN2CCN(Cc3c[nH]c4ccccc34)CC2CCO)c(F)c1 (stereo not given)	0.8	17	0.4	-4
21	O=C(Nc1nnc(-c2cccc(Cl)c2)s1)C1CC1	0.9	-12	0.0	-12
22	Oc1c(C(c2ccccc2)N2CCC(O)CC2)sc2nc(-c3ccco3)nn12 (stereo not given)	2.5	12	0.0	-5
23	CN1C(=O)C(c2nnc(Nc3ccccc3)s2)C2c3ccccc3OC13CCCC23 (stereo not given)	2.6	10	0.2	-12
24	CCOc1ccc(NC(=O)CSCc2ccccc2C)cc1	-0.8	10	-0.1	-18
25	CC(=O)N1N=C(c2ccccc2)CC1c1ccc(N(C)C)cc1 (stereo not given)	3.3	8	-0.1	-27
26	N#Cc1ccccc1NC(=O)CSc1nc(-c2ccccc2)cc(C(F)(F)F)c1C#N	0.7	21	0.2	2
27	O=C(O)c1cccc(NC(=O)c2cccc(C(=O)Nc3cccc(C(=O)O)c3)c2)c1	0.0	15	0.1	6
28	O=C(COC(=O)Cn1[nH]c(=O)c2ccccc2c1=O)NC(c1ccccc1)c1ccccc1	-0.6	-4	-0.2	0
29	CC(=O)Nc1nnc(SCC(=O)NCCOc2ccccc2)s1	-1.5	13	0.3	18
30	CN1C(=O)c2ccc(NC(=O)COc3ccc(Br)cc3)cc2C1=O	0.9	3	0.1	9
31	Cc1cccc(NC(c2ccc(C(F)(F)F)cc2)c2ccc3cccnc3c2O)n1 (stereo not given)	-1.0	7	-1.1	77*
32	CN(C)CCNC(=O)CNC(=S)N(Cc1ccccc1)Cc1ccccc1F	0.6	9	0.0	-9
33	O=[N+]([O-])c1cccc(NS(=O)(=O)c2cccc(S(=O)(=O)c3ccccc3)c2)c1	0.5	-2	-0.2	2
34	CCSc1nc(-c2cccs2)cc(C(F)(F)F)c1C#N	-0.9	2	-0.1	0
35	COC(=O)c1ccc(/C=N/NC(=S)NCCN2CCOCC2)cc1	-0.4	-5	-0.1	-7
36	Cc1c(NC(=O)C(Sc2ccccc2)c2ccccc2)c(=O)n(-c2ccccc2)n1C (stereo not given)	-0.1	9	0.1	17
37	CCc1ccc(-c2cc(C(=O)Nc3c(C)cccc3CC)c3ccccc3n2)cc1	0.5	3	0.0	-1
38	CC1=C(C(=O)N2CCN(c3ccc(F)cc3)CC2)C2(CCCCC2)OC1=O	-0.7	-20	0.3	4
39	CCC(CC)C(=O)Nc1ccc(OC)c(NC(=O)c2ccco2)c1	-0.9	6	0.1	-8
40	CN(CC1CCOCC1)C(=O)c1cc(COc2ccccc2)on1	-0.3	4	0.0	-70
41	CCOC(=O)c1cc(S(=O)(=O)Nc2ccc(OC)cc2OC)cn1C	-0.2	-5	-0.2	3
42	N#CC1=C(SCC(=O)Nc2ccc(F)cc2)NC2=C(C(=O)CCC2)C1c1ccco1 (stereo not given)	1.0	15	1.1	-8
43	CC1(C)CC(=O)C(N=Nc2ccc3c(c2)OCO3)=C(O)C1	-1.7	-6	-0.2	-51
44	CC(=O)c1ccc(N2CCN(C(=O)c3cn(C)c(=O)c4c3c3ccccc3n4C)CC2)cc1	1.6	12	0.6	-13
45	O=C1CC(c2ccccc2)CC(O)=C1C=Nc1cc(Br)ccc1O (stereo not given)	-0.9	18	0.1	-3
46	C/C(=N\Nc1ccc(C#N)cc1[N+](=O)[O-])c1ccc(Br)cc1	0.5	4	-0.1	-1
47	CC1C=CCC2C(=O)N(c3cccc(C(=O)Nc4ccc(Br)cc4)c3)C(=O)C12 (stereo not given)	1.0	1	0.2	3
48	COCc1ccc(CN2CCC3(CC2)CC3C(=O)NCc2ccccc2C(F)(F)F)o1 (stereo not given)	-1.2	12	0.0	-11
49	CC(C)(C)c1cc(CCC(=O)OCC2(COC(=O)CCc3cc(C(C)(C)C)c(O)c(C(C)(C)C)c3)CC=CCC2)cc(C(C)(C)C)c1O	-1.3	-14	0.5	-19

An excerpt of these results, screen by screen:
(33) O=[N+]([O-])c1cccc(NS(=O)(=O)c2cccc(S(=O)(=O)c3ccccc3)c2)c1
(34) CCSc1nc(-c2cccs2)cc(C(F)(F)F)c1C#N
(35) COC(=O)c1ccc(/C=N/NC(=S)NCCN2CCOCC2)cc1
(36) Cc1c(NC(=O)C(Sc2ccccc2)c2ccccc2)c(=O)n(-c2ccccc2)n1C (stereo not given)
(37) CCc1ccc(-c2cc(C(=O)Nc3c(C)cccc3CC)c3ccccc3n2)cc1
(38) CC1=C(C(=O)N2CCN(c3ccc(F)cc3)CC2)C2(CCCCC2)OC1=O
(39) CCC(CC)C(=O)Nc1ccc(OC)c(NC(=O)c2ccco2)c1
assay / compound | 33 | 34 | 35 | 36 | 37 | 38 | 39
GPR151 ag | 0.5 | -0.9 | -0.4 | -0.1 | 0.5 | -0.7 | -0.9
MITF primary | -2 | 2 | -5 | 9 | 3 | -20 | 6
FBW7 act | -0.2 | -0.1 | -0.1 | 0.1 | 0.0 | 0.3 | 0.1
TEAD-YAP block | 2 | 0 | -7 | 17 | -1 | 4 | -8

(40) CN(CC1CCOCC1)C(=O)c1cc(COc2ccccc2)on1
(41) CCOC(=O)c1cc(S(=O)(=O)Nc2ccc(OC)cc2OC)cn1C
(42) N#CC1=C(SCC(=O)Nc2ccc(F)cc2)NC2=C(C(=O)CCC2)C1c1ccco1 (stereo not given)
(43) CC1(C)CC(=O)C(N=Nc2ccc3c(c2)OCO3)=C(O)C1
(44) CC(=O)c1ccc(N2CCN(C(=O)c3cn(C)c(=O)c4c3c3ccccc3n4C)CC2)cc1
(45) O=C1CC(c2ccccc2)CC(O)=C1C=Nc1cc(Br)ccc1O (stereo not given)
(46) C/C(=N\Nc1ccc(C#N)cc1[N+](=O)[O-])c1ccc(Br)cc1
assay / compound | 40 | 41 | 42 | 43 | 44 | 45 | 46
GPR151 ag | -0.3 | -0.2 | 1.0 | -1.7 | 1.6 | -0.9 | 0.5
MITF primary | 4 | -5 | 15 | -6 | 12 | 18 | 4
FBW7 act | 0.0 | -0.2 | 1.1 | -0.2 | 0.6 | 0.1 | -0.1
TEAD-YAP block | -70 | 3 | -8 | -51 | -13 | -3 | -1

(47) CC1C=CCC2C(=O)N(c3cccc(C(=O)Nc4ccc(Br)cc4)c3)C(=O)C12 (stereo not given)
assay / compound | 47
GPR151 ag | 1.0
MITF primary | 1
FBW7 act | 0.2
TEAD-YAP block | 3
